Kir21 block – inhibitors of mouse Kir2.1 inward-rectifier potassium channel; B-score at 10 µM; AID 1672; 310,000 tested, 0.85% active; HEK293-Kir2.1, FluxOR thallium flux fluorescence; hits give low values; P35561;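 active = fluorescence ratio B-score at or below minus 3 SD of library scores, with starting-brightness B-score within 2 SD, cut at about -4.2 in these data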;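 note: channel flux triggered by added potassium and thallium sulfate stimulus; B-score of peak minus minimum fluorescence over baseline after thallium stimulus; more negative B-score means stronger Kir2.1 block with less thallium influx; some compounds called inactive have numbers as strong as hits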
Target sequence (P35561 whole entry, looked up): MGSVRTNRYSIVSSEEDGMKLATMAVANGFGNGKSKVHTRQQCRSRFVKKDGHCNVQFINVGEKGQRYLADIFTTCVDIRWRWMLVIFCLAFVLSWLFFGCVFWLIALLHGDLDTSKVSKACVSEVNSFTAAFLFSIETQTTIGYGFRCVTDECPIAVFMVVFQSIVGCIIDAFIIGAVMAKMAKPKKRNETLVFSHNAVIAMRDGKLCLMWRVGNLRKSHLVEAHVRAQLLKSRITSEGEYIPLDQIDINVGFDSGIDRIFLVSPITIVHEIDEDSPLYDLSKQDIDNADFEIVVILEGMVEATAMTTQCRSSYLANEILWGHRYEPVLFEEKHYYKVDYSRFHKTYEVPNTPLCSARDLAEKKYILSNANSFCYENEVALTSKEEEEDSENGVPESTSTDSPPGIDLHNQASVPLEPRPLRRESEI
KCNQ2 block – KCNQ2 channel blockers in CHO-K1 cells – cell-based, FluxOR thallium flux, B-score, primary screen (AID 2156); O88943; 20 min; hits give low values; B-score at 10 µM; 310,000 tested, 1.1% active;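 active = fluorescence ratio B-score at most minus 3 library SDs, with starting brightness B-score within 2 library SDs, cut at about -5.5 in these data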
* = called active by the depositor; i = inactive.

Preview:
SMILES	Kir21 block	KCNQ2 block
N=c1c(C(=O)NCC2CCCO2)cc2c(=O)n3ccccc3nc2n1Cc1ccc(F)cc1 (stereo not given)	-0.64	i
Cc1cc(COc2ccccc2O)on1	-3.31	i
O=C(NCc1ccncc1)c1cc(S(=O)(=O)N2CCOCC2)c(Cl)cc1Cl	-1.37	i

The listing, repeating the preview:
SMILES	Kir21 block	KCNQ2 block
N=c1c(C(=O)NCC2CCCO2)cc2c(=O)n3ccccc3nc2n1Cc1ccc(F)cc1 (stereo not given)	-0.64	i
Cc1cc(COc2ccccc2O)on1	-3.31	i
O=C(NCc1ccncc1)c1cc(S(=O)(=O)N2CCOCC2)c(Cl)cc1Cl	-1.37	i
COC(=O)c1nn(-c2ccc(OC)cc2)c(=O)cc1NN	-0.02	i
Cc1ccc(C(=O)OCC(=O)Nc2c(C)n(C)n(-c3ccccc3)c2=O)cc1[N+](=O)[O-]	0.37	i
Cc1nnc(SCC(=O)Nn2cnnc2)s1	-2.37	i
CC(C)Oc1ccc(C(=O)Nc2ccc(N3CCN(C(=O)c4ccco4)CC3)cc2)cc1	-0.17	i
COc1ccc(NC(=O)CCc2nnc3ccc(N4CCN(c5cccc(OC)c5)CC4)nn23)cc1	-0.57	i
CCCSc1nnc(C(C)C)n1N	-0.62	i
CCCCc1c(C)nc2c(OC)cccc2c1SCC(=O)O	0.41	i
NCCNC[C@@H]1COC2(CCCCCCCCCCC2)O1	-1.03	i
Cc1oc(-c2ccccc2F)nc1CS(=O)(=O)CC(=O)NCCCN1CCN(C)CC1	2.64	i
C/C(=N\NC(=S)Nc1cccc(C)c1)c1ccccc1	0.05	i
Cn1c(Cn2c(=O)sc3ccccc32)nnc1SCC(=O)N1CCOCC1	0.89	i
CCN(CC(=O)Nc1ccc(NC(C)=O)cc1)C(=O)c1ccc2c(c1)S(=O)(=O)N=C1CCCCCN12	0.08	i
O=C(NCCS(=O)(=O)c1ccc(Br)cc1)c1ccc(Cl)cc1Cl	-1.15	i
CC(NC(=O)COc1ccc(/C=N/NC(=O)C(=O)Nc2ccccc2Br)cc1)c1ccccc1 (stereo not given)	0.24	i
C=CCn1c(=O)c2c(nc3n2CC(C)CN3c2cccc(OC)c2)n(C)c1=O (stereo not given)	0.93	i
O=c1[nH]c(C2CCN(S(=O)(=O)c3ccccc3)CC2)nc2c1nnn2Cc1ccccc1	-0.54	i
COc1cccc(CNC23CC4CC(CC(C4)C2)C3)c1OCc1ccccc1	-3.75	i

Individual results from the results shown:
Value of COc1ccc(NC(=O)CCc2nnc3ccc(N4CCN(c5cccc(OC)c5)CC4)nn23)cc1 under Kir21 block: -0.57
Value of CCN(CC(=O)Nc1ccc(NC(C)=O)cc1)C(=O)c1ccc2c(c1)S(=O)(=O)N=C1CCCCCN12 under Kir21 block: 0.08
Value of Cc1nnc(SCC(=O)Nn2cnnc2)s1 under Kir21 block: -2.37

(list continues)
SMILES	Kir21 block	KCNQ2 block
COC(=O)CSc1nc2ccc(C)cc2[nH]1	0.11	i
COc1ccc(N2CCN(CCCNC(=O)c3ccc(CS(=O)(=O)c4ccc(OC)cc4)o3)CC2)cc1	-2.26	i
CCCCCn1c(=O)[nH]c2cc(C(=O)NC3CCN(Cc4ccccc4)CC3)ccc2c1=O	6.22e-16	i
CCC(=O)Nc1nonc1-c1nc2ccccc2n1Cc1ccccc1	0.04	i
O=C(Cc1cccs1)N/N=C/C(Br)=C/c1ccccc1	-0.02	i
CN1C(=O)c2ccccc2C(C(=O)NCCCN2CCCC2=O)C1c1c[nH]c2ccccc12 (stereo not given)	1.21	i
C=CCSc1nnc(-c2cccnc2)o1	1.9	i
Cc1ccc2nc(C)cc(C(=O)OCC(=O)c3ccc(Cl)c([N+](=O)[O-])c3)c2c1	0.31	i
CCNS(=O)(=O)c1ccc(CCC(=O)Nc2ccccc2)cc1	-0.53	i
COc1ccccc1C(=O)NCC(c1cccs1)N1CCc2ccccc21 (stereo not given)	-0.02	-7.15*
Cc1ccc2c(c1)C1CN(C)CCC1N2C(=O)c1cccc(S(=O)(=O)N2CC(C)CC(C)C2)c1 (stereo not given)	0.79	i
O=C(CCC(=O)N(CC(=O)NC1CCCC1)c1ccccc1F)Nc1nccs1	1.68	i
Cc1cc(NC(=O)CNCC(c2ccccc2)N(C)C)c([N+](=O)[O-])cc1C (stereo not given)	-4.19	i
O=C(c1ccccc1)N(Cc1ccccc1)Cc1ccccc1	-1.96	-6.32*
CCCc1cc(C(=O)Nc2cccc3ccccc23)n(C)n1	-1.22	i
CC1CCC2(CC1)NC(=S)N(c1ccccc1)N2 (stereo not given)	2.17	i
N#CC1(C#N)C2=C(CCCC2)NC(c2ccccc2)C1(C#N)C#N (stereo not given)	-0.02	i
CC(O)(c1ccccc1)C(c1ccccc1)C1CCCCN1 (stereo not given)	0.04	i
COc1ccc(-c2nc(C)c(C(C)=O)n2O)cc1	-0.22	i
COc1ccc(-n2cc(C(=O)c3cc(Cl)ccc3O)cc(C#N)c2=O)cc1	0.5	i
CCOc1ccc2nc(N3CCC(C(=O)NC4CCCCC4)CC3)sc2c1	1.51	i
Cc1nn(C)c(C(=O)NNC(=S)NCc2ccccc2)c1Cl	-0.06	i
CCCCOc1ccccc1C1NC(=O)NC(C)=C1C(=O)OCCOC (stereo not given)	0.73	i
O=C(CSc1nc2cc3ccccc3cc2[nH]1)Nc1ccc(F)cc1	0.84	i
CCOC(=O)CNC(=O)C(NC(=O)C1CCC(C)CC1)C(C)CC (stereo not given)	0.92	i
Cc1cc(Nc2ncc(Cl)cc2Cl)n(-c2ccccc2C)n1	-4.81*	i
OC(CNC1CCCc2ccccc21)COc1c(Cl)cccc1Cl (stereo not given)	-8.86*	i
CN(/N=C/c1ccc(C(C)(C)C)cc1)C1=NCCN1	0.29	i
O=C(NCc1ccco1)/C(=C/c1ccccc1)NC(=O)c1ccco1	1.69	i
CC(=O)NC(Cc1c[nH]c2ccccc12)C(=O)N1CCc2ccccc2C1 (stereo not given)	0.59	i
COc1ccc(N2CCN(C(=O)CCC(=O)N3CC(C)Oc4ccccc43)CC2)cc1 (stereo not given)	-1.08	i
Cc1ccccc1C(=O)N1CCC(C(=O)N(C)CC(=O)Nc2cccc(F)c2)CC1	0.31	i
Cc1ccc(/C=N/Nc2cn[nH]c(=O)n2)o1	-1.72	i
Cc1oc(-c2ccccc2)nc1CS(=O)CC(=O)NC1CCCCCC1 (stereo not given)	-0.5	i
Cc1noc(NS(=O)(=O)c2ccc(NC(=O)CSc3nc4c(cc3C#N)CCCCC4)cc2)c1C	0.01	i
Cc1[nH]c(=O)[nH]c(=O)c1S(=O)(=O)N(CC(C)C)CC(C)C	0.77	i
O=C(/C=C/Nc1ccccc1)c1ccc(Cl)cc1Cl	0.2	i
Cc1nn(-c2ccccc2)c(C)c1C(=O)OCC(=O)NC12CC3CC(CC(C3)C1)C2	0.25	i
Cn1nnc(NC(=S)NC(=O)c2cccs2)n1	0.7	i
c1ccc(-c2nnsc2-c2ccccc2)cc1	-3.34	i
O=C(/C(=C/O)N=Nc1ccccc1)c1cccs1	0.31	i
Cc1ccc(CSCc2ccc(C(=O)O)o2)cc1	1.32	i
CCOC(=O)N1CCN(S(=O)(=O)c2ccc(Br)cc2)CC1	1.61	i
CC1CCCN(c2c([N+](=O)[O-])c(=O)oc3ccccc23)C1 (stereo not given)	-1.42	i
Cc1cc(Sc2nc(NC(C)(C)C)nc(N3CCOCC3)n2)nc(Cl)n1	0.55	i
S=C(NCc1ccc(Cl)cc1)NC1CCN(Cc2ccccc2)CC1	-2.04	i
O=C(C1CCC(N2C(=O)C3CC=CCC3C2=O)CC1)N1CCCCC1 (stereo not given)	2.09	i
O=C(CCCOc1ccc(Cl)cc1Cl)N/N=C\C1CCCCC1	-1.48	i
COc1cc(NC(=O)Cc2nn(C)c(=O)c3ccccc23)cc(OC)c1OC	0.73	i
CCN(CC)c1ccc(CN2CCC(C(=O)NCc3ccc(C)cc3)CC2)cc1	-0.57	i
CCOC(=O)C1CCN(C(=O)CSc2c3c(nc4ccccc24)CCC3)CC1	-0.89	i
Cc1c(C(=O)NCCNc2ncc(C(F)(F)F)cc2Cl)cccc1[N+](=O)[O-]	-1.25	i
O=C(NCCC1=CCCCC1)c1coc(=O)c(Br)c1	-0.09	i
CN1C(=O)/C(=C/c2ccc(OCc3ccc(F)cc3)cc2)N(C)C1=S	-0.85	i
CCOc1ccccc1C(=O)N/N=C/c1coc2ccc(C)cc2c1=O	0.77	i
NC1=NC(=O)/C(=C/c2ccc(Cl)cc2Cl)S1	-0.18	i
CC1CCCN(S(=O)(=O)CCNC(=O)c2ccccc2)C1 (stereo not given)	-0.88	i
Cc1cc(C)c(C(=O)N2CCC(N3CCC(C(=O)NC(C)C)CC3)CC2)o1	5.8e-16	i
CSc1cccc(NC(=O)COc2cccc3ccccc23)c1	0.07	i
CC(C(=O)Nc1sc2c(c1C(=O)NCc1ccco1)CCCC2)N1C(=O)c2ccccc2C1=O (stereo not given)	0.1	i

Other records follow.
SMILES	Kir21 block	KCNQ2 block
O=c1[nH]n(-c2ccc(Cl)cc2)c2ncccc12	1.22	i
CCOC(=O)N1CCN(C(=O)NC2CCCCC2)CC1	0.03	i
COC(=O)c1ccc(NC(=S)N(Cc2cccnc2)Cc2ccco2)cc1	0.41	i
CCOc1ccc(C(=O)Nc2ncn[nH]2)cc1	-0.06	i
Nc1nc(NCCO)nc(N2CCCCCC2)c1[N+](=O)[O-]	0.01	i
CCc1cc(=O)oc2c3c(cc(OCC(=O)NCCCOC)c12)OC(C)(C)CC3	0.3	i
O=C(CN1C(=O)CSC1=O)NC1CCCCC1	0.28	i
CCN1CCN(Cc2nc(N)nc(Nc3ccc(C)c(C)c3)n2)CC1	-2.54	i
CC1CC(C)CN(C(=O)c2ccc(C(=O)c3ccccc3)cc2)C1 (stereo not given)	1.65	i
N#Cc1cn(-c2ccccc2)nc1-c1ccco1	0.1	i
COc1ccccc1C(=O)Nc1ccc(-c2nnn(CC(=O)NCc3ccco3)n2)cc1	-0.42	i
C=CCNC(=O)[C@H]1N2C(=O)c3ccccc3C2SC1(C)C (stereo not given in full)	0.28	i
Cc1nn(C)c2ncc(C(=O)c3cc(F)ccc3O)cc12	0.32	i
Cn1cc(S(=O)(=O)Nc2ccc(F)c(Cl)c2)c(=O)n(C)c1=O	-1.58	i
COC(=O)c1ccc2nc(NC(=O)CSCC(=O)OCC(=O)c3ccccc3)sc2c1	0.61	i
CCOc1ccc(OCCCCNC(C)(C)C)cc1	-0.65	i
C/C(N)=C(/C#N)C(=O)CSc1n[nH]c(-c2cccs2)n1	1.44	i
COc1ccccc1N1CCN(C(c2cc3ccc(C)cc3[nH]c2=O)c2nnnn2C2CCCC2)CC1 (stereo not given)	1.02	i
Cc1ccc(C(=O)NCCc2csc(C)n2)cc1	-0.07	i
CC1=C(C(=O)Nc2cccc(C(=O)N3CCN(c4cccc(C(F)(F)F)c4)CC3)c2)SCCO1	1.21	i
CN(Cc1cccs1)C(=O)CSc1nnnn1C	-1.44	i
CC(=O)N=c1sc2nc3ccccc3nc2n1N(C(C)=O)C(C)=O	0.06	i
O=C(CCc1ccc(S(=O)(=O)NC2CCCCC2)cc1)Nc1ccccc1	1.27	i
O=C(CSc1ccccc1)Nc1ccc(N2CCN(c3ccccc3)CC2)c(F)c1	-0.9	i
CCN(CC)S(=O)(=O)c1cc(C(=O)Nc2ccccc2C(=O)O)ccc1OC	1.38	i
COc1ccc(CCNC(=O)C2CCCN2C(=O)Nc2ccccc2)cc1OC (stereo not given)	1.15	i
Cc1ccc(OC(C)C(=O)N(Cc2cccs2)C2CCS(=O)(=O)C2)cc1C (stereo not given)	0.56	i
CCn1c(-c2ccccc2Cl)nn(CC(=O)Nc2ccc(OC)cc2)c1=S	-0.23	i
CC(O)c1ccc(OCCN(C)c2ccccn2)cc1 (stereo not given)	-0.13	i
O=C(NCC(c1cccs1)N1CCOCC1)c1cc([N+](=O)[O-])ccc1Cl (stereo not given)	-0.01	i
O=C(N/N=C/C=C/c1ccco1)C(O)c1ccccc1 (stereo not given)	0.52	i
CC1=CS(=O)(=O)CC1Sc1ncn[nH]1 (stereo not given)	-0.57	i
CC(C)(C)NNC(=S)Nc1ccc(S(=O)(=O)N2CCOCC2)cc1	1.1	i
Fc1cccc(Cl)c1CSc1ncn[nH]1	-0.8	i
Nc1ccccc1SCC(=O)Nc1ccc2c(c1)OCCO2	-1.23	i
Clc1ccccc1/C=N/N1CCN(Cc2ccccc2)CC1	0.82	i
CCNC(=S)NNC(=O)c1cc(C)nc2ccccc12	0.51	i
CCOc1ccc(CCNC(=O)c2cc(S(=O)(=O)N3CCOCC3)ccc2C)cc1OCC	-1	i
CC(=O)NCCNc1nc2c(-c3cccc(C)c3)nnn2c2ccccc12	0.03	i
C=CCNc1nc(C)c(CNc2c(C)cc(C)cc2C)nc1C#N	-0.07	i

Among those listed so far, these have a tert-butyl group.
SMILES	Kir21 block	KCNQ2 block
CN(/N=C/c1ccc(C(C)(C)C)cc1)C1=NCCN1	0.29	i
Cc1cc(Sc2nc(NC(C)(C)C)nc(N3CCOCC3)n2)nc(Cl)n1	0.55	i
CCOc1ccc(OCCCCNC(C)(C)C)cc1	-0.65	i
CC(C)(C)NNC(=S)Nc1ccc(S(=O)(=O)N2CCOCC2)cc1	1.1	i

(continued)
SMILES	Kir21 block	KCNQ2 block
COc1ccccc1NC(=O)CSc1ccc(-c2ccc(-n3ccnc3)cc2)nn1	-0.54	i
CCn1c(-c2ccccc2SC)n[nH]c1=S	0.07	i
CCS(=O)(=O)N1Cc2ccccc2CC1C(=O)Nc1ccc(F)c(F)c1F (stereo not given)	0	i
COc1ccccc1Nc1nc(NCc2ccco2)nc(N)c1[N+](=O)[O-]	0.17	i

High-throughput results from PubChem.
